Bioassay records as filed in PubChem BioAssay.
NPYLR7 agonist = agonists of mosquito NPYLR7 receptor, primary screen, cell-based, Aedes aegypti, calcium fluorescence, mosquito biting behavior; Aedes aegypti neuropeptide Y-like receptor 7 (NPYLR7); HEK293T NPYLR7/Galpha15, GCaMP6s calcium fluorescence; activation, % at 10 µM; actives 0.15% (n = 270,000); AID 1259423, 2018; in the data active = activation above about 40%;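 also: 0% = vehicle and 100% = reference agonist at the receptor; some compounds past the cut are filed as inactive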
mcGAS lum = cyclic GMP-AMP synthase inhibitors, mouse, primary biochemical chemiluminescence; recombinant cGAS, Kinase-Glo ATP depletion luminescence; actives 0.15% (n = 160,000); inhibition, % at 12.5 µM; AID 1259399, 2018; Q8C6L5;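 also: 0% = negative control wells and 100% = reference inhibitor with no enzyme activity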
hcGAS inh = Primary biochemical luminescence assay for human cyclic GMP-AMP synthase inhibitors | AID 1259398, 2018 | actives 0.081% (n = 290,000) | recombinant h-cGAS, ATP depletion, Kinase-Glo luminescence | inhibition, % at 12.5 µM;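 also: 0% = vehicle reaction and 100% = reaction without DNA for no activity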
Target sequence (Q8N884 whole entry, looked up): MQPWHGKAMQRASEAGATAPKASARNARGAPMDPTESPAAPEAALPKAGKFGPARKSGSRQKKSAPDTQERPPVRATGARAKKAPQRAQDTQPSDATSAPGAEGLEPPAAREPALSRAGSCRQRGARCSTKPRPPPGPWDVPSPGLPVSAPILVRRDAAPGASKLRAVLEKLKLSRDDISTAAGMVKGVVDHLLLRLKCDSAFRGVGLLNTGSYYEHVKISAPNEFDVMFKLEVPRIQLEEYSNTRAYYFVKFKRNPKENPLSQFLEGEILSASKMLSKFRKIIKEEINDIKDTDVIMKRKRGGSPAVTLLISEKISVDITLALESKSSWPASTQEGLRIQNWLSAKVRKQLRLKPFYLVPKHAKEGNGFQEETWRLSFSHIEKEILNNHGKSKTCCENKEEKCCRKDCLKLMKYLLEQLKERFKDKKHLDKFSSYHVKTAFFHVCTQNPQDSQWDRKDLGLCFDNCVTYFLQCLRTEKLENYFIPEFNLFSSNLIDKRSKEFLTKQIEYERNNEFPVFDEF
Active calls of the source: *; · = not tested or not shown; & = joins results of further samples; ! = not confirmed by another sample. Rule as the data show it, unless noted: active = inhibition above about 40%; inactive = the rest. Not all compounds are listed; the hit share may differ from the screen's.

1) CN1CCC(CNc2ccc3ncc(-c4cccc(OC(F)(F)F)c4)n3n2)CC1
2) COc1cc2ncnc(Nc3cccc(Cl)c3)c2cc1OC
3) CCn1c(-c2nonc2N)nc2c(C#CC(C)(C)O)ncc(OC[C@H]3CCCNC3)c21
4) CCn1c(=O)c2c(nc(/C=C/c3ccc(OC)c(OC)c3)n2C)n(CC)c1=O
5) Cc1cn([C@H]2O[C@@H](CO)[C@H](O)[C@H]2F)c(=O)[nH]c1=O
6) CCCc1nc(C(C)(C)O)c(C(=O)O)n1Cc1ccc(-c2ccccc2-c2nn[nH]n2)cc1
7) COC(=O)c1sccc1S(=O)(=O)Nc1ccc(Nc2ccccc2)cc1OC
8) CC(=O)O[C@@]12CO[C@@H]1C[C@H](O)[C@@]1(C)C(=O)[C@H](O)C3=C(C)[C@@H](OC(=O)[C@H](O)[C@@H](NC(=O)OC(C)(C)C)c4ccccc4)C[C@@](O)([C@@H](OC(=O)c4ccccc4)C12)C3(C)C (stereo partly specified)

Screen / compound no.	1	2	3	4	5	6	7	8
NPYLR7 agonist	-6	0	-6	85*	-4	-8&-9	0	2
mcGAS lum	0	-3	-5	-10	-1	·	·	·
hcGAS inh	3	4	-1	-7	1	-3&-3	-2	-3

Of the compounds above, 2 contain fluorine:
1) CN1CCC(CNc2ccc3ncc(-c4cccc(OC(F)(F)F)c4)n3n2)CC1
5) Cc1cn([C@H]2O[C@@H](CO)[C@H](O)[C@H]2F)c(=O)[nH]c1=O

Screen / compound no.	1	5
NPYLR7 agonist	-6	-4
mcGAS lum	0	-1
hcGAS inh	3	1

Next section.
9) CN1CCCN=C1COC(=O)C(O)(c1ccccc1)C1CCCCC1 (stereo unspecified)
10) Cc1cn(C2CC(O)C(CO)O2)c(=O)[nH]c1=O (stereo unspecified)
11) C=C[C@H]1CN2CCC1C[C@@H]2[C@@H](O)c1ccnc2ccc(OC)cc12 (stereo partly specified)
12) CC(=O)O[C@]1(C(C)=O)CC[C@H]2[C@@H]3C=C(Cl)C4=CC(=O)C5CC5[C@]4(C)[C@H]3CC[C@@]21C (stereo partly specified)
13) N[C@@H](Cc1c[nH]c2ccc(O)cc12)C(=O)O
14) N#Cc1ccc(C(c2ccc(C#N)cc2)n2cncn2)cc1
15) Cc1c(C(=O)N2CCOc3ccc(-c4ccc(N)nc4)cc3C2)ccc(S(C)(=O)=O)c1F
16) CC1Cc2ccccc2N1NC(=O)c1ccc(Cl)c(S(N)(=O)=O)c1 (stereo unspecified)

Screen / compound no.	9	10	11	12	13	14	15	16
NPYLR7 agonist	-13&-1	-10	5	17	-4	13&-9	0	-3&-7&2
mcGAS lum	·	·	-3	·	-3	·	-11	-7
hcGAS inh	1&-6	-5	9	-10	-2	-9&-3	-11	-5&-3&-5

17) CCCCNc1ccc(C(=O)OCCN(C)C)cc1
18) COc1cccc2cc(-c3nc(C4CCC(C(=O)O)CC4)n4ncnc(N)c34)[nH]c12 (stereo unspecified)
19) O=c1cc(O)c(Cl)c[nH]1
20) Cn1c(=O)cc(N2CCC[C@@H](N)C2)n(Cc2ccccc2C#N)c1=O
21) O=C(O)CCC(=O)c1ccc(-c2ccccc2)cc1
22) COc1cc2ncn(-c3cc(OCc4ccccc4C(F)(F)F)c(C(N)=O)s3)c2cc1OC
23) C/C=C/C(=O)N(CC)c1ccccc1C
24) O=C(CCCl)NCc1ccccc1

Screen / compound no.	17	18	19	20	21	22	23	24
NPYLR7 agonist	-3&-9&0	20	-4	2	-7&-2	-11	-14&-8&-2	-3
mcGAS lum	-6	-11	-6	-8	-5	·	0	·
hcGAS inh	-3&-4&2&2	-7	-5	-5	-1&-4	-1	-3&-4&0	-1

25) CCOC(=O)[C@H](CCc1ccccc1)N[C@@H](C)C(=O)N1Cc2ccccc2C[C@H]1C(=O)O
26) C=C1c2cccc(O)c2C(O)=C2C(=O)[C@]3(O)C(=O)C(C(N)=O)C(=O)[C@@H](N(C)C)[C@@H]3[C@@H](O)[C@H]12 (stereo partly specified)
27) Cc1cc([C@@H](C)Nc2ccccc2C(=O)O)c2nc(N3CCOCC3)cc(=O)n2c1
28) C[C@]1(c2nc3c(C(N)=O)cccc3[nH]2)CCCN1
29) Cc1cnc(-c2cc(N3CCN(C(=O)CCS(C)(=O)=O)CC3)ncc2Cl)c(C)c1
30) CC1c2cccc(O)c2C(O)=C2C(=O)C3(O)C(=O)C(C(N)=O)C(=O)C(N(C)C)C3C(O)C21 (stereo unspecified)
31) COc1cn(C)c(C(=O)NCCC(c2ccccc2)c2ccccc2)cc1=O
32) CC1(C)O[C@@H]2CC3C4C[C@H](F)C5=CC(=O)C=C[C@]5(C)[C@@]4(F)[C@@H](O)C[C@]3(C)[C@]2(C(=O)CO)O1 (stereo partly specified)

Screen / compound no.	25	26	27	28	29	30	31	32
NPYLR7 agonist	-2&-8&-1	-3&-4&-8	11	-11	-6	-6	0	-2
mcGAS lum	-5	·	-5	-4	-3	·	·	-4
hcGAS inh	-3&-1&-2&-9	5&17&8	-4	6	-3	-2	-10	-4

33) COc1ccc(C2CNC(=O)C2)cc1OC1CCCC1 (stereo unspecified)
34) CCN(CC)CCOC(=O)c1ccc(N)cc1
35) CN(C)C(=O)c1ccc(S(=O)(=O)c2ccc(NC(=O)[C@@](C)(O)C(F)(F)F)c(Cl)c2)cc1
36) CC12CC3CC(C)(C1)CC(N)(C3)C2
37) Cc1ccc(NC(=O)C2(c3ccc4c(c3)OC(F)(F)O4)CC2)nc1-c1cccc(C(=O)O)c1
38) CCc1ccc(CCOc2ccc(CC3SC(=O)NC3=O)cc2)nc1 (stereo unspecified)
39) O=c1oc2c(O)c(O)cc3c(=O)oc4c(O)c(O)cc1c4c23
40) Cc1ccc(=O)n(-c2ccccc2)c1

Screen / compound no.	33	34	35	36	37	38	39	40
NPYLR7 agonist	-7&-2&3	-8&-4&-4&-3	26	19&-5&16&-12&2	-12	-14&-10&-2	-10	4
mcGAS lum	-5&-4	-3&0	-10	-4	-12	·	·	-3
hcGAS inh	-5&-11&12	-3&1&-5&-1&5	-6	-3&-2&-6&4&1	-8	-1&-6&-3	43*	-8

41) CCN(CC)CCNC(C(=O)OCCC(C)C)c1ccccc1 (stereo unspecified)
42) C[C@H](NCc1ccc(OCc2cccc(F)c2)cc1)C(N)=O
43) CC(C)COC(=O)c1ccc(N)cc1
44) CCOC(=O)[C@H](CCc1ccccc1)N[C@H]1CS[C@H](c2cccs2)CN(CC(=O)O)C1=O
45) COCCOCc1nc(C2CCCCN2C(=O)NC(C)C)no1 (stereo unspecified)
46) NC(N)=O
47) CC(C)(F)C[C@H](N[C@@H](c1ccc(-c2ccc(S(C)(=O)=O)cc2)cc1)C(F)(F)F)C(=O)NC1(C#N)CC1
48) CCn1cc(C(=O)O)c(=O)c2cnc(N3CCNCC3)nc21

Screen / compound no.	41	42	43	44	45	46	47	48
NPYLR7 agonist	-5	2	-1	-8	·	-6	-4	70*!
mcGAS lum	·	-7	·	-10	-1	·	-8	-7
hcGAS inh	2	-8	-6	-7	0	-3	-2	-4&-7

49) COc1nccc(-c2c(-c3ccc(F)cc3)ncn2C2CCC(O)CC2)n1 (stereo unspecified)
50) O=C(O)c1cccnc1Nc1cccc(C(F)(F)F)c1
51) NC1CCN(c2nc3c(cc2F)c(=O)c(C(=O)O)cn3-c2ccc(F)cc2F)C1 (stereo unspecified)
52) CC(C)NC[C@@H](C(=O)N1CCN(c2ncnc3c2[C@H](C)C[C@H]3O)CC1)c1ccc(Cl)cc1
53) c1cc(-c2cnn3cc(-c4ccc(N5CCNCC5)cc4)cnc23)c2cccnc2c1
54) CCc1cccc(CC)c1NC(=O)N1Cc2[nH]nc(NC(=O)c3ccc(N4CCN(C)CC4)cc3)c2C1
55) O=C(NC1CCOCC1)c1ccc(-c2cc(-c3cn[nH]c3-c3ccccn3)ccn2)cc1
56) CC(=O)CCCCn1c(=O)c2c(ncn2C)n(C)c1=O

Screen / compound no.	49	50	51	52	53	54	55	56
NPYLR7 agonist	-13	-12&-4&6	-9	5	4	-2	0	-16&-6&-3&4&4
mcGAS lum	·	-4&-2	·	-12	-6	-9	-5	-5&-4&-4
hcGAS inh	-4	6&-1&-8	-2	-9	2	-8	-4	-4&0&-5&5&-8

57) CCNC(=O)NCc1cccc(Cl)c1
58) c1cnc2cc3c(cc2n1)C1CNCC3C1
59) COc1ccnc2[nH]cc(C(=O)C(=O)N3CCN(C(=O)c4ccccc4)C[C@H]3C)c12
60) CC12CCC(=O)C=C1CCC1C2CCC2(C)C1CCC2(O)C(=O)CO (stereo unspecified)
61) Cc1cc(C)c(CNC(=O)c2cc(-c3ccc(CN4CCOCC4)cc3)cc3c2cnn3C2CCCC2)c(=O)[nH]1
62) NOCC(=O)O
63) C[C@@H]1CC2C3CCC4=CC(=O)C=C[C@]4(C)[C@@]3(Cl)[C@@H](O)C[C@]2(C)[C@@]1(OC(=O)c1ccco1)C(=O)CCl (stereo partly specified)
64) Cc1c(Cn2ccnc2)c2ccccc2n1CCC(=O)O

Screen / compound no.	57	58	59	60	61	62	63	64
NPYLR7 agonist	-23	-6	6	-3	-1	1	-4	-26
mcGAS lum	·	-8	-8	·	-8	0	·	·
hcGAS inh	3	-4	-5	0	-8	0	-3	-3

The closing 4 compounds of the part before open the next one:
61) Cc1cc(C)c(CNC(=O)c2cc(-c3ccc(CN4CCOCC4)cc3)cc3c2cnn3C2CCCC2)c(=O)[nH]1
62) NOCC(=O)O
63) C[C@@H]1CC2C3CCC4=CC(=O)C=C[C@]4(C)[C@@]3(Cl)[C@@H](O)C[C@]2(C)[C@@]1(OC(=O)c1ccco1)C(=O)CCl (stereo partly specified)
64) Cc1c(Cn2ccnc2)c2ccccc2n1CCC(=O)O
65) CC1(C)CNc2cc(NC(=O)c3cccnc3NCc3ccncc3)ccc21
66) CCCCNc1ccc(C(=O)OCCOCCOCCOCCOCCOCCOCCOCCOCCOC)cc1
67) NS(=O)(=O)c1ccc(NC(=O)COc2ccc(Br)cc2Cl)cc1
68) NC1=NC(c2cccc(F)c2)n2c(nc3ccccc32)N1 (stereo unspecified)
69) CC(=O)Nc1ccc(CC(=O)O)cc1
70) CCOC(N)=O
71) CN(C)CCCC1(c2ccc(F)cc2)OCc2cc(C#N)ccc21 (stereo unspecified)
72) Cc1cc(C)cc(-c2nc3ccccn3c2N)c1

Screen / compound no.	61	62	63	64	65	66	67	68	69	70	71	72
NPYLR7 agonist	-1	1	-4	-26	-5	-3	11	8	-9	-4	-2&-2&2&9	2
mcGAS lum	-8	0	·	·	-4	-6	·	·	·	·	-6&-5	-8
hcGAS inh	-8	0	-3	-3	4	1	-6	-6	1	-2	-5&-1&-1&-5&-6	-12

73) Cc1cc2c(F)c(Oc3ncnn4cc(OC[C@@H](C)OC(=O)[C@H](C)N)c(C)c34)ccc2[nH]1
74) Cc1ccc(N(CC2=NCCN2)c2cccc(O)c2)cc1
75) O=C(O)C(Br)C12CC3CC(CC(O)(C3)C1)C2 (stereo unspecified)
76) CNCCCN1c2ccccc2CCc2ccccc21
77) C1COC(NC(C2CC2)C2CC2)=N1
78) Cc1c(CN2CCN(C(=O)[C@H](C)O)CC2)sc2c(N3CCOCC3)nc(-c3cnc(N)nc3)nc12
79) C[N+]1(C)CCC(=C(c2ccccc2)c2ccccc2)CC1
80) CC(C(=O)O)c1ccc2c(c1)CC(=O)c1ccccc1S2 (stereo unspecified)

Screen / compound no.	73	74	75	76	77	78	79	80
NPYLR7 agonist	1	-6&-9&0&1	·	21&-6&-3&-5&-1	-16&3	10	-2	2
mcGAS lum	-8	-5&-4	-2	-5	-3	-9	-5	-1
hcGAS inh	-6	2&-2&2&-3&13	-4	-4&-4&4&-1&-3	-1&5	-9	-1	-4

81) CCNC(=O)Nc1ccc(-c2nc3c(c(N4CCOC[C@@H]4C)n2)CCN(C2COC2)C3)cc1
82) Oc1ccc(C2CNCCc3c2cc(O)c(O)c3Cl)cc1 (stereo unspecified)
83) COc1ccc(-c2ccc3c(N4CCOC[C@@H]4C)nc(N4CCOC[C@@H]4C)nc3n2)cc1CO
84) Cc1cccc(-c2nn3c(c2-c2ccnc4ccc(C(N)=O)cc24)CCC3)n1
85) CNC(=O)c1nn(C)c2c1C(C)(C)Cc1cnc(Nc3ccc(N4CCN(C)CC4)cc3)nc1-2
86) CS(=O)(=O)c1ccc(-c2cnc(N)c(C(=O)Nc3ccccc3)n2)cc1
87) Oc1ccc2c(c1)OCC1(O)Cc3cc(O)c(O)cc3C21 (stereo unspecified)
88) Cc1cc2c(F)c(Oc3ncnn4cc(OC[C@@H](C)O)c(C)c34)ccc2[nH]1

Screen / compound no.	81	82	83	84	85	86	87	88
NPYLR7 agonist	7	-9&-8&-6	-6	-2	-7	-2	·	-3
mcGAS lum	-11	0	-11	-11	1	-7	18	-10
hcGAS inh	-5	1&1&3	-11	-8	4	-4	1	-8
